PfGluPho inh = PfG6PD (Plasmodium falciparum) enzyme inhibition. inhibition, % at 20 µM. PfGluPho enzyme, NADPH resazurin-diaphorase fluorescence. actives 0.78% (n = 350,000);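 active = inhibition reaching at least a set limit at 20 µM in the primary screen, cut at about 59% in these data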;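 also: 0% = DMSO wells with substrate and 100% = DMSO wells lacking glucose-6-phosphate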
APOBEC3A inh = blocks human APOBEC3A ssDNA deamination. recombinant A3A, FAM/TAMRA ssDNA deamination fluorescence. actives 0.41% (n = 330,000). P31941. inhibition, % at 20 µM. AID 493011;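 active = at least 40% inhibition at 20 µM here, with at most 30% in a related deaminase screen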;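 also: plate controls were A3A with DMSO for no effect and wells lacking A3A enzyme for full effect; some results filed as inactive read as strong as hits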
Target sequence (P31941 whole entry, looked up): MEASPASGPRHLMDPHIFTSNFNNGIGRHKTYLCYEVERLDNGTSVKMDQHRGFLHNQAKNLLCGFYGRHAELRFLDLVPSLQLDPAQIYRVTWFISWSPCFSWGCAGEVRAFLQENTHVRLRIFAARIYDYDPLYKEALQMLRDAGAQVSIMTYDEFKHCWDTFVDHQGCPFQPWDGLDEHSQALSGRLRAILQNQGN
ATG4B inh = blocks human ATG4B protease cleavage of LC3 substrate; ATG4B cleavage of LC3-PLA2, NBD-HPC fluorescence, 1 h; AID 504462; actives 0.51% (n = 340,000); Q9Y4P1; inhibition, % at 8.33 µM; in the data active = inhibition above about 40%
Target sequence (Q9Y4P1 whole entry, looked up): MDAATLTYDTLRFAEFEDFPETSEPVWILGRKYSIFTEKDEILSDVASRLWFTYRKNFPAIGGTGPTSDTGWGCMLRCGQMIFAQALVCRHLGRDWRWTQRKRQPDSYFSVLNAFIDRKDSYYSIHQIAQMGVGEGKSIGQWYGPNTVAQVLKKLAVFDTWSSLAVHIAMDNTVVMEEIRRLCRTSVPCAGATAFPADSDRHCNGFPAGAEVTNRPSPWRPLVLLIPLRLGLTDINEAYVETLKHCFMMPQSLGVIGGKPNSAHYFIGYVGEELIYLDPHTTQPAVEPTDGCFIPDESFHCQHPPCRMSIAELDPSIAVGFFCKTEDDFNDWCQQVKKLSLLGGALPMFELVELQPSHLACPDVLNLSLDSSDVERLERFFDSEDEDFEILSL
hIAP block = blocks human intestinal alkaline phosphatase. purified IAP, CDP-Star luminescence, 30 min. inhibition, % at 10 µM. actives 0.12% (n = 330,000). AID 2544;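 active = inhibition reaching a set limit with compound at 10 µM in the primary screen, cut at about 35% in these data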;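 also: plate controls were DMSO wells with enzyme for no effect and no-enzyme buffer wells for full effect; values of inactives mirror those of a sister screen read the other way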
Target sequence (P09923 whole entry, looked up): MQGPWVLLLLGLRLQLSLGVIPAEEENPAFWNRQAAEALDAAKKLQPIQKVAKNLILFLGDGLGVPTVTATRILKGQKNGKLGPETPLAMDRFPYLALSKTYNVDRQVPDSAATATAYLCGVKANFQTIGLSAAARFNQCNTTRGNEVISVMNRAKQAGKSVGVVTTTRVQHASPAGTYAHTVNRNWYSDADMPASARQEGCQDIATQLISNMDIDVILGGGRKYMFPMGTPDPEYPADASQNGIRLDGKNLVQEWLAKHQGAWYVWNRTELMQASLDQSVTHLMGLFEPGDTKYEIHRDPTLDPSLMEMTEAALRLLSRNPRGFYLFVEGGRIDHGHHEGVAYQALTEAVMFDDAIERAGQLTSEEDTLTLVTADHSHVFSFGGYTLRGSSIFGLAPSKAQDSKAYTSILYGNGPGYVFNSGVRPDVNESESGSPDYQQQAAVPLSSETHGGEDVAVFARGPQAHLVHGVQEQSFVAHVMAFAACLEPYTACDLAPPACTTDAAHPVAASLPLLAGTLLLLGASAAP
HKDC1 inhibitor = inhibitors of human hexokinase HKDC1; Q2TB90; recombinant HKDC1, G6PDH/diaphorase resazurin coupled fluorescence; inhibition, % at 20 µM; actives 0.16% (n = 340,000);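 active = inhibition above about 35% when tested at 20 µM, limit read from the data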;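 also: plate controls were DMSO wells with enzyme for no effect and DMSO wells lacking enzyme for full effect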
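Assay system: in-house recombinant HK5 (HKDC1) enzyme. Input: HKDC1 at 5 µg/mL. Medium: Tris pH 8.0 buffer with MgCl2, Tween-20, BSA, BME. Dosing: single 20 µM dose. Schedule: 90 min reaction incubation at room temperature, dark. Signal: resazurin-to-resorufin fluorescence via G6PDH and diaphorase coupling, 525/613 nm. Controls: DMSO-enzyme wells negative, buffer-substituted wells positive.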
hIAP activ = human IAP activation; purified human IAP, CDP-Star luminescence, 30 min; hits give high values; 1 = vehicle-only enzyme, 0 = enzyme-free background; activation factor at 10 µM; actives 0.16% (n = 330,000); AID 2524;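 active = activation factor of the enzyme at least 2-fold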; also: the source names both 10 and 20 µM as test concentration; values of inactives mirror those of a sister screen read the other way
mIAP block = mouse IAP inhibition. purified mouse IAP, CDP-Star luminescence, 30 min. inhibition, % at 10 µM. actives 0.2% (n = 330,000). AID 2806;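 active = inhibition of at least 40% at 10 µM in the primary screen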;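 also: plate controls were DMSO with enzyme for no effect and no enzyme wells for full effect; values of inactives mirror those of a sister screen read the other way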
mIAP act = mouse IAP activation. muIAP, CDP-Star luminescence, 30 min; hits give high values; 1 = vehicle-only enzyme signal, 0 = enzyme-free wells. activation factor at 10 µM. actives 0.24% (n = 330,000). AID 2805;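 active = activation factor of at least 2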; also: the source names both 10 and 20 µM as test concentration; values of inactives mirror those of a sister screen read the other way
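Assay system: mouse IAP enzyme / Compound: DMSO-dissolved test compounds / Timing: 30 min, room temperature / Measured by: luminescence from enzymatic CDP-Star hydrolysis / Control set: DMSO-only wells, enzyme-free buffer wells as negative control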
The depositor's hits bear a star; nt = not tested or not shown.

SMILES	PfGluPho inh	APOBEC3A inh	ATG4B inh	hIAP block	HKDC1 inhibitor	hIAP activ	mIAP block	mIAP act
COC(=O)Cn1c(=O)c2c(n(Cc3ccccc3)c1=O)N/C(=C/c1ccc(OC)cc1)C2=O	-29	4	8	-22	-4	1.2	6	0.94
C/C(=N\NC(=O)c1ccc(Cn2cc([N+](=O)[O-])cn2)o1)c1cccc(NC(=O)C(C)C)c1	-3	6	-8	5	-5	0.95	-1	1
Cc1cccc(N2CC(O)=C(c3nc4ccccc4n3C)C2=N)c1	-14	-2	1	10	2	0.9	-5	1
CCOc1ccccc1/C=C/c1onc(C)c1S(=O)(=O)N1CCC(C(=O)N(CC)CC)CC1	17	-4	-1	-4	-3	1	-6	1.1
CCCCNS(=O)(=O)c1ccc2nc(SCC(N)=O)[nH]c2c1	3	4	18	-8	-4	1.1	-8	1.1
CC(C)c1ccc(/C=C/C(=O)NC(=S)Nc2ccc(CN3CCOCC3)cc2)cc1	14	1	-12	-10	-5	1.1	17	0.83
CCOC(=O)c1c(NC(=O)c2c(Br)cnn2C)c(C#N)nn1-c1ccccc1	-7	2	5	0	-5	1	5	0.95
COc1ccccc1N(C)S(=O)(=O)c1ccc(C)c(C(=O)Nc2nccs2)c1	-1	-1	-1	-6	8	1.1	6	0.94
COc1ccc(NC(=O)C(=O)NCCC2CCCCN2S(=O)(=O)c2ccccc2)cc1 (stereo not given)	14	-1	-9	3	-1	0.97	4	0.96
Cc1ccc(-n2ncc3c(SCC(=O)NNC(=O)C(C)C)ncnc32)cc1	-17	-2	-8	-35	0	1.4	0	1
CCC(C)n1cnc2c(c1=O)c1nc3ccccc3nc1n2Cc1ccc(OC)cc1 (stereo not given)	-6	0	-4	0	5	1	-1	1
N#Cc1ccccc1OCC(=O)OCC(=O)NC1CCCCC1	3	-2	0	-6	-3	1.1	5	0.95
CSCCC(NC(=O)c1ccccc1Cl)C(=O)NNC(=O)c1csc(N2CCOCC2)n1 (stereo not given)	13	-1	3	-81	-8	1.8	-2	1
O=C(CN1CCN(S(=O)(=O)c2ccccc2)CC1)Nc1ccc([N+](=O)[O-])cc1	12	-4	-13	3	-7	0.97	6	0.94
COCCNC(=O)CSc1nc2ccc(N3CCOCC3)cc2c(=O)n1CCc1ccccc1	12	2	-4	-6	5	1.1	8	0.92
Cc1ccc(/C=N/NC(=O)CSc2nnc(-c3ccc(Cl)cc3)n2-c2ccc(Cl)cc2)o1	-30	-3	-15	-15	11	1.1	17	0.83
CCC(=O)N(c1nnc(SCC(=O)NN2C(=O)NC3(CCC(C)CC3)C2=O)s1)C1CC1 (stereo not given)	-11	7	4	-18	-6	1.2	0	1
C=CCN(Cc1ccc(Cl)s1)C(=O)c1ccc(F)c(S(=O)(=O)N2CCOCC2)c1	13	0	-4	6	-3	0.94	9	0.91
COc1ccc(-n2c(-c3ccc(Br)cc3)nc(=S)c3c2CCCC3)cc1	16	-1	-1	11	6	0.89	-4	1
CC1C(=O)OC(c2ccc(Br)cc2)C(C)(C)C1=O (stereo not given)	-9	-3	-6	-32	-1	1.3	-1	1
CC(C)(C)OC(=O)N1CCC(c2c(C(=O)N3CCN(C(=O)c4ccco4)CC3)cnn2-c2ccc(F)cc2F)CC1	1	1	-7	-26	-8	1.3	-7	1.1
Cc1ccc(-n2nc3c(c2NC(=O)c2ccc(OC(C)C)cc2)CS(=O)C3)cc1 (stereo not given)	4	2	-5	14	-4	0.86	-2	1
CC(=O)Oc1cccc(C(=O)Nc2ccc3c(c2)C(=O)N(CC2CCCO2)C3=O)c1 (stereo not given)	-8	-6	7	-31	-2	1.3	-5	1.1
O=C(NC1CCCCCC1)c1ccc(CS(=O)Cc2cccc(Cl)c2)o1 (stereo not given)	6	-1	-2	-2	1	1	-5	1
COCCC(=O)Nc1ccc2c(c1)CN(C(=O)c1ccc(CSC)o1)CC2	-3	-2	2	-11	3	1.1	3	0.97

Additional compounds
SMILES	PfGluPho inh	APOBEC3A inh	ATG4B inh	hIAP block	HKDC1 inhibitor	hIAP activ	mIAP block	mIAP act
CN(C)S(=O)(=O)c1ccc(C(=O)NCc2nnc(SCC(=O)NCc3ccco3)o2)cc1	-17	-3	3	-3	-6	1	6	0.94
CCCCn1c(N)c(N(C(=O)CSc2nnc(C)n2-c2ccccc2)C2CCCC2)c(=O)[nH]c1=O	3	-4	-41	-9	-3	1.1	2	0.98
CC1=NNC(=O)C1Cc1ccccc1C (stereo not given)	5	-1	-1	-12	-2	1.1	-1	1
O=C(/C=C/NCc1cccnc1)c1ccc(-c2ccccc2)cc1	-20	34	-4	-5	3	1.1	8	0.92
O=C(CC1Sc2ccccc2NC1=O)NCc1ccc(Cl)cc1 (stereo not given)	0	5	2	-10	-5	1.1	0	1
O=C(O)CC1(O)C(=O)N(Cc2ccccc2)c2ccccc21 (stereo not given)	-4	0	-8	6	-10	0.94	-11	1.1
Cc1cccc(C)c1NC(=O)C1(N(Cc2ccco2)C(=O)c2ccccn2)CCCC1	-9	-19	1	-20	-5	1.2	3	0.97
CCN(CC)c1nc(N)c([N+](=O)[O-])c(NCCO)n1	18	0	-7	2	-3	0.98	6	0.94
CCOc1ccccc1N1CCN(Cc2ccco2)CC1	2	1	-8	-16	-9	1.2	6	0.94
Cc1cc(CN2CCN(CC(=O)Nc3cc(Cl)ccc3-n3cncn3)CC2)no1	-8	-1	-6	-5	-6	1	0	0.99
Cc1c(NC(=O)c2cc(C3CC3)on2)c(=O)n(-c2ccccc2)n1C	13	0	-4	20	-4	0.81	5	0.95
CC(C)CN(C(=O)Cn1nnc(-c2ccc(F)cc2)n1)C1CCS(=O)(=O)C1 (stereo not given)	-16	2	-12	-2	-2	1	7	0.93
Cc1nnc(SCC(=O)N2CC(=O)Nc3ccccc32)n1-c1ccccc1	-4	3	-4	-3	-3	1	-6	1.1
COC(=O)[C@H](CCSC)NC(=O)Nc1ccc(C)cc1	7	-1	0	-7	-6	1.1	4	0.96
CC1CN(S(=O)(=O)c2cc(C(=O)N(CCc3ccccc3)Cc3ccccc3)ccc2Cl)CC(C)O1 (stereo not given)	5	-2	-2	8	1	0.92	2	0.98
O=C(COc1ccc(Cl)cc1)NCc1ccncc1	-16	1	2	-12	1	1.1	-6	1.1
O=C(Cc1n[nH]c(=O)c2ccccc12)N1CCN(c2ccc(F)cc2)CC1	4	0	-5	0	2	1	-2	1
Cc1oc2c(C)c(O)ccc2c(=O)c1N1C(=O)c2ccccc2C1=O	10	-1	-5	-2	10	1	-16	1.2
Cc1cc2oc(=O)cc(CN3CCN(Cc4ccc5c(c4)OCO5)CC3)c2cc1C	1	4	-6	-6	-1	1.1	1	0.99
Cc1ccc(NC(=O)c2ccc([N+](=O)[O-])s2)cc1S(=O)(=O)N1CCOCC1	6	4	-7	0	2	1	15	0.85
COc1ccc(Br)cc1/C=N/NC(=O)CN1CCCCC1	-8	-8	11	-1	-2	1	-12	1.1
CC(NC(=O)c1ccc2c(c1)OCO2)C(c1cccs1)N1CCOCC1 (stereo not given)	-19	-4	-5	8	-7	0.92	-3	1
COc1ccc(S(=O)(=O)NC2(C(F)(F)F)NC(=O)N(CCc3ccccc3)C2=O)cc1 (stereo not given)	-15	-1	1	-9	-2	1.1	0	1
CC(C)CC(=O)N1CCN(c2ccc([N+](=O)[O-])c(NCc3ccccc3)c2)CC1	36	3	-7	6	9	0.94	9	0.91
CCC(=O)N1CCc2cc(S(=O)(=O)NCCC(=O)N3CCN(c4ccccc4)CC3)ccc21	-11	3	-2	-21	-1	1.2	-10	1.1

14 of the compounds above, with bars between the fields.
smiles | PfGluPho inh | APOBEC3A inh | ATG4B inh | hIAP block | HKDC1 inhibitor | hIAP activ | mIAP block | mIAP act
CC(C)CN(C(=O)Cn1nnc(-c2ccc(F)cc2)n1)C1CCS(=O)(=O)C1 (stereo not given) | -16 | 2 | -12 | -2 | -2 | 1 | 7 | 0.93
Cc1nnc(SCC(=O)N2CC(=O)Nc3ccccc32)n1-c1ccccc1 | -4 | 3 | -4 | -3 | -3 | 1 | -6 | 1.1
COC(=O)[C@H](CCSC)NC(=O)Nc1ccc(C)cc1 | 7 | -1 | 0 | -7 | -6 | 1.1 | 4 | 0.96
CC1CN(S(=O)(=O)c2cc(C(=O)N(CCc3ccccc3)Cc3ccccc3)ccc2Cl)CC(C)O1 (stereo not given) | 5 | -2 | -2 | 8 | 1 | 0.92 | 2 | 0.98
O=C(COc1ccc(Cl)cc1)NCc1ccncc1 | -16 | 1 | 2 | -12 | 1 | 1.1 | -6 | 1.1
O=C(Cc1n[nH]c(=O)c2ccccc12)N1CCN(c2ccc(F)cc2)CC1 | 4 | 0 | -5 | 0 | 2 | 1 | -2 | 1
Cc1oc2c(C)c(O)ccc2c(=O)c1N1C(=O)c2ccccc2C1=O | 10 | -1 | -5 | -2 | 10 | 1 | -16 | 1.2
Cc1cc2oc(=O)cc(CN3CCN(Cc4ccc5c(c4)OCO5)CC3)c2cc1C | 1 | 4 | -6 | -6 | -1 | 1.1 | 1 | 0.99
Cc1ccc(NC(=O)c2ccc([N+](=O)[O-])s2)cc1S(=O)(=O)N1CCOCC1 | 6 | 4 | -7 | 0 | 2 | 1 | 15 | 0.85
COc1ccc(Br)cc1/C=N/NC(=O)CN1CCCCC1 | -8 | -8 | 11 | -1 | -2 | 1 | -12 | 1.1
CC(NC(=O)c1ccc2c(c1)OCO2)C(c1cccs1)N1CCOCC1 (stereo not given) | -19 | -4 | -5 | 8 | -7 | 0.92 | -3 | 1
COc1ccc(S(=O)(=O)NC2(C(F)(F)F)NC(=O)N(CCc3ccccc3)C2=O)cc1 (stereo not given) | -15 | -1 | 1 | -9 | -2 | 1.1 | 0 | 1
CC(C)CC(=O)N1CCN(c2ccc([N+](=O)[O-])c(NCc3ccccc3)c2)CC1 | 36 | 3 | -7 | 6 | 9 | 0.94 | 9 | 0.91
CCC(=O)N1CCc2cc(S(=O)(=O)NCCC(=O)N3CCN(c4ccccc4)CC3)ccc21 | -11 | 3 | -2 | -21 | -1 | 1.2 | -10 | 1.1

(further entries)
SMILES	PfGluPho inh	APOBEC3A inh	ATG4B inh	hIAP block	HKDC1 inhibitor	hIAP activ	mIAP block	mIAP act
CCN1CCN(c2nc3ccccc3nc2C(C#N)C(=O)OCc2ccccc2)CC1 (stereo not given)	-9	-5	7	8	11	0.92	10	0.9
COc1cc2c(C#N)c(N3CCN(c4ccccc4OC)CC3)nc(N)c2c(N)n1	10	-2	-7	2	11	0.98	-4	1
O=C(CN1CCCCC1)Nc1cc(S(=O)(=O)N2CCOCC2)ccc1N1CCCC1	9	-4	-1	7	-4	0.93	-7	1.1
O=C(OCC(=O)N1CCOCC1)c1ccc(Br)cc1	-3	-3	6	1	-8	0.99	0	0.99
Cc1ccc(C(=O)NC(Cc2cccc(C(F)(F)F)c2)C(=O)O)cc1 (stereo not given)	-12	1	-2	nt	0	nt	-16	1.2
CCc1ccccc1N(C(C)=O)c1nc(CCl)cs1	6	-2	-8	26	-9	0.74	13	0.87
CN(C)C(=O)c1ccccc1Sc1cc(Cl)ccc1Cl	20	-6	-9	-15	1	1.1	-1	1
C#CCOCCOCCOCCNc1nc(N2CCN(C(=O)[C@H](CCC(=O)O)n3cc(C(N)CO)nn3)CC2)nc(N2CCN(C(=O)[C@H](CCC(=O)O)n3cc(C(N)[C@H](C)CC)nn3)CC2)n1 (stereo not given in full)	0	-1	-7	1	-3	0.99	-7	1.1
CCN(CC(=O)NCc1ccc(F)cc1)Cc1nc2ccccc2c(=O)[nH]1	7	-4	-5	-5	-4	1	-15	1.2
Fc1ccc(-c2n[nH]c(=S)n2Cc2ccccc2)cc1	21	-3	0	10	1	0.9	9	0.91
Cc1ccc(S(=O)(=O)N/N=C/c2cccn2-c2ccc(Cl)cc2)cc1	-31	5	-4	0	-3	1	-3	1

Compound activity from PubChem.
